Peg3 prom inh: reduces Peg3 promoter-driven luciferase expression in HeLa | HeLa PEG-Prom luciferase reporter, luminescence, overnight | inhibition, % at 20 µM | actives 1.7% (n = 360,000) | AID 588405;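 active = inhibition of at least 50% at 20 µM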
MITF TRPM1 inh: MITF TRPM1 promoter inhibition in SK-MEL-5 cells. inhibition, % at 12.5 µM. actives 0.83% (n = 330,000). SK-MEL-5 TRPM1 promoter luciferase, 24 h;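 active = mean inhibition across replicates of 60% or more, whatever share of single replicates reaches that level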; also: values of inactives mirror those of a sister screen read the other way
NR2E3 ag-1: agonists of human nuclear receptor NR2E3; GST-NR2E3/biotin-RetCOR TR-FRET, 1536-well; inhibition of corepressor binding, % at 4.78 µM; actives 0.12% (n = 320,000); AID 2300;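 active = percent inhibition above the cutoff of mean plus 3 SD of all tested compounds, set per screening campaign, cut at about 20% in these data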;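 also: 0% = DMSO wells and 100% = biotin wells as full block of FRET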
Target sequence (Q9Y5X4 whole entry, looked up): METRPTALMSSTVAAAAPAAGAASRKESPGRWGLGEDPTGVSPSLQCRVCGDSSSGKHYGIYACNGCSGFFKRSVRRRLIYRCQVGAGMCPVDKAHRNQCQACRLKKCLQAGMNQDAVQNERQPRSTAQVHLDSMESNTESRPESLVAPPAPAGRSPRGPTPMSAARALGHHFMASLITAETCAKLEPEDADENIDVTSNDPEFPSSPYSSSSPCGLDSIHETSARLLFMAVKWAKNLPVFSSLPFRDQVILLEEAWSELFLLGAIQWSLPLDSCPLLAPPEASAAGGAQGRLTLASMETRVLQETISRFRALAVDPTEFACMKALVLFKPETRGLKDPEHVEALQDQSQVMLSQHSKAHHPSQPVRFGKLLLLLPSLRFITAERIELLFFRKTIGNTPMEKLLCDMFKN
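System: GST-tagged NR2E3 plus biotinylated RetCOR corepressor; Buffer or medium: pH 7.5 Tris-based buffer; Probe or stimulus: RetCOR corepressor, biotinylated, 7 nM; Doses: compound at 4.8 µM, single dose; Schedule: 5 h incubation at 4 °C; Technique: time-resolved FRET; Evaluation: percent inhibition of TR-FRET ratio; Replication: one well per compound, singlicate testing.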
CF NFkB block: cystic fibrosis NF-kB activation inhibition | KKLEB NF-kB-GFP reporter, PAF-induced, GFP fluorescence overnight | inhibition, % at 5 µM | actives 0.86% (n = 360,000);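 active = at least 50% inhibition at 5 µM, scaled per plate between neutral and stimulator controls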;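 also: PAF is a Pseudomonas aeruginosa culture filtrate used as stimulus; plate controls were PAF-stimulated DMSO wells for no effect and unstimulated DMSO wells for full effect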
NR2E3 ag-2: activates human NR2E3 receptor; AID 602229; inhibition of corepressor binding, % at 3.98 µM; CHO-S Gal4-NCOR/VP16-NR2E3 two-hybrid, luciferase; actives 0.35% (n = 360,000);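 active = inhibition above the mean of all tested compounds plus 3 SD, cut at about 70% in these data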;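 also: 0% = DMSO with NR2E3 transfected cells and 100% = cells lacking NR2E3 construct; higher means lower luciferase signal from less NR2E3 corepressor binding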
iPSC survival up: enhancers of human iPSC single-cell survival; hiPSC single-cell survival, ATPlite luminescence; 100% = ROCK inhibitor wells, 0% = DMSO; survival enhancement, % at 20 µM; actives 0.044% (n = 360,000); AID 602274; in the data active = survival enhancement above about 18%;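 also: cells exposed to compounds for 16 hours before the ATP read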
EBV LMP1 NFkB: inhibitors of Epstein-Barr LMP1-induced NF-kappaB reporter | LMP1-induced NF-kappaB luciferase reporter cells, luminescence | inhibition, % at 12.5 µM | actives 0.69% (n = 350,000); in the data active = inhibition above about 41%;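 also: 0% = neutral control wells and 100% = reference inhibitor control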
KKLEB cytotox: counter-screen for CF NF-kB inhibitors: cytotoxicity. actives 0.36% (n = 360,000). activity change (cytotoxicity), % at 5 µM. KKLEB CF airway cells viability, ATPlite luminescence, overnight; hits give low values; cells stimulated with P. aeruginosa culture filtrate;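 active = corrected activity change at or below -50% at 5 µM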
HIF-2a block: inhibitors of HIF-2a; 786-0 RCC cells HIF-2a reporter, luciferase luminescence, overnight; inhibition, % at 18.8 µM; actives 0.72% (n = 360,000); AID 624352;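 active = inhibition of the luminescence signal of 40% or more relative to plate controls, in a single-dose primary screen at 18.75 µM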
C8 TRAIL sens: sensitizes caspase-8 expressing cells to TRAIL. NB7+C8 cells + TRAIL, ATPlite viability luminescence. inhibition (viability loss, TRAIL sensitization), % at 10 µM. actives 1% (n = 360,000);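 active = compounds causing at least 50% loss of cell viability in the single-dose screen, relative to plate controls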
Shn3 inh set2: reduces Shn3 3'UTR luciferase signal in osteoblasts. Clone20 osteoblast Shn3 3'UTR firefly luciferase, 24 h. actives 0.52% (n = 360,000). inhibition, % at 12.5 µM;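 active = mean inhibition of at least 75% with every replicate also reaching 75%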;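 also: 0% = median of neutral control wells and 100% = pilot-screen positive control compound; some compounds past the cut are filed as inactive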
Active calls of the source: *; . = not tested or not shown. A portion of the library (hit frequency here may not be typical).

SMILES | Peg3 prom inh | MITF TRPM1 inh | NR2E3 ag-1 | CF NFkB block | NR2E3 ag-2 | iPSC survival up | EBV LMP1 NFkB | KKLEB cytotox | HIF-2a block | C8 TRAIL sens | Shn3 inh set2
CCc1sc(C(=O)Nc2ccc(N3CCOCC3)cc2)cc1C | -154 | -51 | . | -10 | -26 | -3.2 | -13 | 5 | -150 | 6 | 5
CCc1nc2c(OCC(=O)c3ccc(Cl)cc3Cl)cccn2c1N(C=O)Cc1ccccc1 | 26 | . | . | -7 | -8 | -1.5 | . | -4 | -23 | -20 | 24
COC(=O)c1ccc2nc(NC(=O)COC(=O)CSc3nc(C)cc(C)n3)sc2c1 | -63 | -29 | 3 | 1 | -58 | 2.1 | -2 | 2 | -83 | 6 | -45
O=c1c2[nH]c3ccccc3c2ncn1CCN1CCCCC1 | -8 | -8 | 3 | -11 | 1 | -3.4 | -5 | 10 | -14 | -4 | 10
CCCN(C(=O)COC(=O)CCOc1ccccc1)c1c(N)n(Cc2ccccc2)c(=O)[nH]c1=O | -1 | -7 | 3 | 6 | -9 | -0.4 | 7 | 12 | 9 | -9 | 10
Cc1c(/C=N\NC(=O)c2ccc([N+](=O)[O-])cc2)cnn1C | 0 | -1 | -2 | 5 | -20 | 2.4 | -8 | -8 | 7 | 20 | 10
Cc1nc2ccc(NC(=S)N3CCOCC3)cc2nc1C | -58 | 9 | -3 | 7 | -23 | 1.9 | -1 | 10 | -79 | -2 | -12
COc1ccc(/C=C(/NC(=O)c2cccs2)C(=O)N2CCOCC2)cc1OC | 3 | -9 | -1 | 7 | -31 | -1.3 | -8 | -6 | 18 | 16 | 4
CCc1nnc(NC(=O)CCC(=O)N2CCCC2)s1 | 4 | -2 | 0 | 3 | -20 | 0.2 | -13 | 3 | 6 | -2 | -10
O=C(CSc1nc2ccccc2c(=O)n1-c1ccc(Cl)cc1)N/N=C/C=C/c1ccccc1[N+](=O)[O-] | 7 | 1 | 4 | -2 | -13 | -1.8 | 7 | 14 | 12 | 9 | -4
O=[N+]([O-])c1ccc(-c2cc(-c3ccncc3)nc3ccc4ccccc4c23)cc1 | 0 | -7 | . | 20 | -14 | 3.4 | -7 | -32 | 5 | 9 | 18
C=CCc1cc(C)cc(C)c1OCCn1cncn1 | 15 | 0 | -2 | -5 | 8 | 0.8 | 4 | 4 | 15 | -11 | 7
COc1ccc(CNC(=S)Nc2ccccc2Cl)cc1 | -15 | 6 | -2 | 10 | 6 | -0.4 | 11 | -3 | -21 | -23 | -8
COc1ccc([C@@H]2CC=C(C(=O)O)[C@H](c3cccc(Cl)c3)N2S(=O)(=O)c2ccc(Cl)cc2)cc1 | 3 | -1 | 4 | 23 | -23 | 0.2 | 4 | 4 | 7 | 2 | -9
COc1ccccc1C(=O)N(Cc1cccs1)C1CCS(=O)(=O)C1 (stereo unspecified) | -5 | -2 | 2 | -4 | -19 | 0.6 | 9 | -5 | 11 | 0 | -16
COc1ccccc1/C=C/C(=O)NCC(=O)N/N=C(/C)c1ccco1 | 4 | 3 | -3 | -2 | -31 | -0.7 | -4 | 0 | 8 | 1 | -3
C[C@H]1CN([C@@H](C)CO)S(=O)(=O)c2ccc(Br)cc2O[C@H]1CN(C)C(=O)Cc1ccccn1 | 2 | . | . | -8 | -11 | 4.5 | 6 | 10 | 12 | 0 | -7
COc1cc(/C=C/C(=O)OCC(=O)N2CCN(S(=O)(=O)c3ccc(C)cc3C)CC2)cc(Cl)c1OC | -17 | 5 | . | -9 | 7 | -0.3 | 0 | -8 | -1 | 16 | 10
CCCCC(NC(=O)COc1cc2c(c3oc(=O)cc(C)c13)CCC(C)(C)O2)C(=O)O (stereo unspecified) | 4 | 13 | 0 | -7 | 2 | -0.9 | 10 | 5 | 11 | -7 | 11
COc1cccc(NC(=O)C2CCOC2=O)c1 (stereo unspecified) | 3 | . | 1 | 11 | -7 | -0.4 | . | -23 | 19 | -16 | 21
Cc1ccc(CSc2nc(N)cc(N)n2)cc1 | -125 | -57 | 0 | 20 | -46 | -0.6 | -16 | -6 | -187 | 2 | -45
O=C(OCCOCCN=C1NS(=O)(=O)c2ccccc21)c1ccncc1 | 15 | -7 | 2 | -11 | -12 | -0.1 | -16 | 6 | 11 | -3 | 3
O=C1C(Oc2ccccc2)C(c2ccc3c(c2)OCO3)N1CCc1ccc(F)cc1 (stereo unspecified) | 15 | 4 | -2 | 9 | 5 | -0.3 | 9 | -14 | 17 | 28 | 12
O=C(NCc1ccccn1)Nc1ccc(Cl)c(Cl)c1 | -94 | -24 | 0 | -8 | -43 | -3.5 | -6 | 9 | -130 | 6 | .
O=C(Nc1ccc(Cl)cc1)c1nc[nH]c1C(=O)N1CCc2ccccc2C1 | 9 | -6 | 1 | 14 | 15 | -2.7 | -3 | -11 | -16 | 12 | -6
O=C1C=C(c2ccc(F)nc2)C[C@@H](c2ccc3c(c2)OCO3)C1 | -3 | 2 | 0 | 2 | -10 | 1.7 | -8 | -6 | -10 | -21 | -3
COCCn1c(N)c(Sc2ccccc2[N+](=O)[O-])c(=O)[nH]c1=O | 7 | -7 | -4 | -7 | -1 | 0.6 | -5 | 2 | 20 | -12 | -9
COc1ccc(NS(=O)(=O)c2ccc(C)c(C(=O)O)c2)cc1 | -14 | 0 | 0 | 12 | 5 | 1.8 | 6 | -3 | 10 | -4 | -5
Cc1c(NC(=S)NC(=O)C(C)(C)C)c(=O)n(-c2ccccc2)n1C | 8 | -2 | 0 | -4 | -2 | -0.1 | 3 | -1 | 16 | -9 | -12
CCS(=O)(=O)Nc1ccc(-c2nnc(SCC(=O)c3cccc(OC)c3)o2)cc1 | 12 | -1 | 1 | -7 | -2 | -2.0 | -4 | -8 | 1 | 26 | -4
CCOc1ccc(C2NC(=O)c3n[nH]c(C)c32)cc1 (stereo unspecified) | 6 | . | 5 | -12 | 9 | 0.1 | 2 | -16 | 18 | -1 | 4
O=C(Cn1nc(-c2ccccc2Cl)ccc1=O)Nc1ccc(Br)cc1 | 2 | 5 | -4 | -7 | -10 | -0.1 | -7 | 6 | 9 | 5 | 4
COCCN(Cc1ccc(OC)cc1)c1c(C)nc2ccc(C(=O)Nc3ccc(NC(C)=O)cc3)cn12 | -5 | . | . | -1 | 10 | -0.8 | . | 1 | -11 | 4 | 4
COc1ccc(NC(=S)N2CCC(N(C)CC3CCCO3)CC2)cc1Cl (stereo unspecified) | -102 | -7 | 3 | -13 | 8 | 2.6 | 8 | -4 | 20 | -7 | 1
CC(=O)Nc1ccc(NC(=S)Nc2ccc(Br)cc2)cc1 | -39 | -2 | 2 | 3 | -18 | -0.5 | -1 | -3 | -42 | 7 | 6
Cc1ccccc1-c1csc(C(O)c2ccc(F)c(F)c2)n1 (stereo unspecified) | -11 | . | . | 18 | -42 | 0.2 | . | -8 | -47 | -3 | -17
O=C(COC(=O)c1cc2c(s1)CCC2)Nc1ccc(F)cc1 | -11 | 3 | -2 | 4 | 7 | 6.9 | -4 | -3 | 7 | -8 | -8
COC(=O)c1[nH]c2cccc(OC)c2c1NC(=O)CCN1CCN(c2ccccc2OC)CC1 | 3 | 14 | -2 | 2 | -6 | -1.4 | 3 | 9 | 14 | -1 | 15
Cc1ccc(NC(=O)COC(=O)c2ccc([N+](=O)[O-])o2)cc1S(=O)(=O)N1CCCCCC1 | 12 | 0 | 5 | 10 | -2 | -0.5 | -4 | -4 | 9 | 0 | -9
Cc1ccn2cc(CCNC(=O)CC3CCCCC3)nc2c1 | 4 | -8 | -6 | 2 | -24 | 0.4 | 0 | -2 | 12 | 8 | -13
CCOc1ccc(NC(=O)CN(C)C(=O)Cn2cnc3c2c(=O)n(C)c(=O)n3C)cc1OCC | -5 | -1 | 1 | 16 | -10 | 0.6 | -5 | 5 | 3 | 13 | -1
S=C(N/N=C/c1ccc(Cl)c(Cl)c1)Nc1ccccc1Cl | -90 | -3 | -3 | -3 | -40 | -0.4 | -21 | 6 | -112 | 10 | -5
CCOC(=O)COc1nc(-c2ccc(Cl)cc2)cc(-c2ccco2)c1C#N | 2 | 0 | 7 | 4 | -19 | 0.4 | 7 | -7 | 28 | 9 | 7
O=C(C1CCCCC1)N1C[C@@H](O)[C@H](n2cc(C3CC3)nn2)C[C@@H]1c1ccc(Cl)cc1 | 6 | . | . | 10 | -3 | 5.2 | -3 | -22 | 13 | -5 | 3
O=C(CSc1nnc(-c2cccs2)n1C1CC1)NCC1CCCO1 (stereo unspecified) | -7 | 5 | -1 | 3 | -23 | 0.1 | 7 | 1 | 6 | -13 | 3
CCc1noc(C)c1C(=O)Nc1ccc(Cl)c(S(=O)(=O)N2CCCCC2)c1 | 16 | 17 | 2 | 18 | 9 | -0.2 | 11 | -12 | -1 | 2 | 29
COc1ccc(CCN2C(=O)c3ccccc3C2(O)c2ncc[nH]2)cc1OC (stereo unspecified) | 7 | -1 | 3 | 1 | -31 | -0.7 | 4 | 3 | 3 | 0 | -8
Cc1ccc(N=C2C(=O)Nc3ccccc32)c(C)c1 | 21 | 5 | 2 | -7 | -4 | -0.4 | -5 | 4 | 17 | -9 | 2
Cc1ccc(NC(=O)CN(C)S(=O)(=O)c2ccc3c(c2)n(C)c(=O)c(=O)n3C)cc1 | 6 | 7 | 3 | -7 | -8 | 1.3 | 0 | 10 | 4 | 6 | -14
CSc1ncccc1C(=O)NC(C)C1CC2CCC1C2 (stereo unspecified) | 14 | -29 | 2 | -11 | 6 | -1.7 | -2 | -3 | 19 | -2 | 13
C=CCSc1nc(C)cc(/C=C\c2ccccc2)c1C#N | -18 | -14 | 0 | -7 | -37 | 0.0 | -6 | 12 | -12 | 5 | 7
Cn1c(SCC(=O)NN2C(=O)NC(C)(c3ccccc3)C2=O)nnc1-c1ccncc1 (stereo unspecified) | -6 | 6 | . | -8 | -8 | 0.0 | -5 | -16 | 2 | -8 | -16
CC(C)N(C(=O)COC(=O)c1cc(Cl)cc(Cl)c1N)C(C)C | 12 | 7 | 2 | 3 | -8 | -3.5 | -12 | 7 | 20 | 8 | -44
Cc1ccc(C2=NN(CC(=O)O)C(=O)CC2)cc1 | 1 | 3 | -1 | 11 | -11 | 1.0 | 7 | -4 | 9 | 21 | -18

Filtered by structure: the compounds so far with a cyano group.
SMILES | Peg3 prom inh | MITF TRPM1 inh | NR2E3 ag-1 | CF NFkB block | NR2E3 ag-2 | iPSC survival up | EBV LMP1 NFkB | KKLEB cytotox | HIF-2a block | C8 TRAIL sens | Shn3 inh set2
CCOC(=O)COc1nc(-c2ccc(Cl)cc2)cc(-c2ccco2)c1C#N | 2 | 0 | 7 | 4 | -19 | 0.4 | 7 | -7 | 28 | 9 | 7
C=CCSc1nc(C)cc(/C=C\c2ccccc2)c1C#N | -18 | -14 | 0 | -7 | -37 | 0.0 | -6 | 12 | -12 | 5 | 7

Source: PubChem (several laboratories)
